Bioassay records (PubChem)
PostGolgi yeast: growth inhibition of a yeast mutant, post-Golgi transport screen. post-Golgi transport phenotypic cell assay. inhibition, % at 10 µM. actives 0.9% (n = 98,000);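 note: yeast cells grown in 1536-well plates; yeast grown about 18 h at 30C before absorbance read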
DAT uptake mod: changed human dopamine transporter uptake under cocaine IC80. Q01959. LLC-PK1 hDAT cells, [14C]-dopamine uptake with cocaine IC80; actives deviate in either direction. B-score at 10 µM. actives 1.3% (n = 110,000);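 active = Z score or B-score, a plate-position-corrected score, falls beyond the plate's 99.7% confidence bounds, in either direction; inactive = both scores lie inside the 99.7% bounds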;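 note: scored against the spread of the other compound wells on the same plate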
CYP2C19 act: increases human CYP2C19 enzyme activity | AID 1025 | P33261 | activation factor at 5 µM | recombinant CYP2C19, luciferin-H EGE luminescence; active compounds read high; 0 = fully inhibited enzyme, 1 = untreated enzyme | 96,000 tested, under 10 active;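 active = activation factor of at least 2 at 5 µM in the primary screen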;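 note: 0 = wells with 2.5 mM tranylcypromine and 1 = vehicle-only wells; values of inactives mirror those of a sister screen read the other way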
Target sequence (P33261 whole entry, looked up): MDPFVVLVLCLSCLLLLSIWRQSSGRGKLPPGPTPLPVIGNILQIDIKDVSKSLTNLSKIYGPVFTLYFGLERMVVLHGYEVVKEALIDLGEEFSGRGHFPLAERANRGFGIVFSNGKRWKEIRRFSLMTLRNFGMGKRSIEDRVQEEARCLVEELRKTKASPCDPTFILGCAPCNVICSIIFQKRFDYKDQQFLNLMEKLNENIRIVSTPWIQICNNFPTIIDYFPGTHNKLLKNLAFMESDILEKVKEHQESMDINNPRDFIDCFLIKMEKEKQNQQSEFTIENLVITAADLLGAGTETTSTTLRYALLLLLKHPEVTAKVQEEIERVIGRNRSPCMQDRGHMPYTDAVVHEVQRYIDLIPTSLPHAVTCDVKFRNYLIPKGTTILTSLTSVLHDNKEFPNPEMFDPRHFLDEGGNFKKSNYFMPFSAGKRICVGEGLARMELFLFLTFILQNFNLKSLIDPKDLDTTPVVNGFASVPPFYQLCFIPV
PostGolgi ctrl: inhibits growth of the yeast control strain; actives 5% (n = 98,000); AID 738; inhibition, % at 10 µM; efflux-deficient yeast background strain, growth absorbance A615, 16 h
CYP2C19 inh: human CYP2C19 inhibition; CYP2C19 Supersomes, luciferin-H EGE luminescence, 30 min; inhibition, % at 5 µM; actives 21% (n = 96,000);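 active = CYP2C19 inhibition above a set limit at 5 µM in the primary screen, cut at about 50% in these data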;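 note: plate controls were negative control wells for no effect and 2.5 mM tranylcypromine positive control for full effect; values of inactives mirror those of a sister screen read the other way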
S1P2 ag: agonists of human S1P2 receptor; AID 729; S1P2-expressing cell line, agonist reporter read-out; activation, % at 4.5 µM; actives 0.46% (n = 97,000); in the data active = activation above about 16%;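 note: 0% = vehicle low control and 100% = maximal reference agonist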
Target sequence (O95136 whole entry, looked up): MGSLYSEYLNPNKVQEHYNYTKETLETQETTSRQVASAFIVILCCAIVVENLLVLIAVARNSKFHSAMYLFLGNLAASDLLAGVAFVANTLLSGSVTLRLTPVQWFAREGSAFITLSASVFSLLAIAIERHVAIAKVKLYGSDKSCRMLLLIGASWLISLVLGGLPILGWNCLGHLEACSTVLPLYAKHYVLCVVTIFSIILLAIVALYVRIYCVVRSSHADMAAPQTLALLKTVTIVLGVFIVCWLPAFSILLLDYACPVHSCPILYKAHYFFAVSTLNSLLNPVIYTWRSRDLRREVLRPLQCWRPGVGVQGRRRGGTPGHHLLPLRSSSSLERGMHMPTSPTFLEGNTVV
sEH inh: soluble epoxide hydrolase (human) inhibition; P34913; recombinant human sEH enzymatic activity assay; inhibition, % at 2 µM; actives 0.34% (n = 91,000); in the data active = inhibition above about 80%; note: values of inactives mirror those of a sister screen read the other way; many of its hits are not listed in these tables
sEH activator: activators of human soluble epoxide hydrolase; AID 717; purified human sEH enzymatic activity, activator screen; activation, % at 2 µM; actives 0.04% (n = 91,000); in the data active = activation above about 37%; note: values of inactives mirror those of a sister screen read the other way
S1P2 antag: blocks the human S1P2 receptor. O95136. cell-based S1P2 antagonist assay, inhibition at 5 uM. inhibition, % at 5 µM. actives 0.21% (n = 97,000). AID 736; in the data active = inhibition above about 45%;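 note: CRE beta-lactamase reporter cells expressing human S1P2 stimulated with S1P; 0% = agonist at EC80 alone and 100% = agonist plus reference antagonist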
* = called active by the depositor; / = not tested or not shown. Cut-off read from the data, not from the text of the source, unless noted: active = inhibition above about 30%; inactive = the rest. This is a random part of the collection. About 24% of those tested had a hit in this group.

Screens in order – PostGolgi yeast | DAT uptake mod | CYP2C19 act | PostGolgi ctrl | CYP2C19 inh | S1P2 ag | sEH inh | sEH activator | S1P2 antag
> Cc1ccc(S(=O)(=O)CC(=O)NC(C)(C)C)cc1
→ / | -0.74 | / | / | / | -3 | 8 | -8 | -20
> Cc1c(C(=O)NCc2ccccc2)c(-c2ccccc2)nn1-c1ccccc1
→ -7 | 1.2 | 0.6 | 15 | 43 | 0 | 8 | -6 | -28
> CC1(C)Cc2cccc(OCC(N)=O)c2O1
→ -3 | -0.57 | 1.2 | 12 | -16 | -2 | -3 | 4 | 6
> CCN(CC)c1nc2n(c(=O)n1)CCO2
→ 22 | -0.069 | 1 | -6 | 4 | -1 | -2 | -2 | 6
> COC(=O)CCCCCCCCC(=O)Nc1nc2ccccc2s1
→ 1 | 0.44 | 0.4 | 3 | 63* | -12 | 4 | 0 | -2
> CC(C)NC(=O)c1cccc(Cn2cc(Cl)cn2)c1
→ 1 | -0.73 | 0.9 | 17 | 5 | -10 | 9 | -9 | 6
> C=CCOc1ccc2nc(NC(=O)OC)[nH]c2c1
→ 0 | -0.81 | 1.1 | -1 | -10 | 1 | 7 | -6 | -13
> O=C(O)c1[nH]c2ccc(Cl)cc2c1CC(=O)N1CCN(C(=O)c2ccco2)CC1
→ 7 | -0.64 | 1 | 6 | 2 | -4 | -9 | 13 | -7
> COc1cc2c(cc1NC(=O)Nc1ccc(C)cc1)oc1ccccc12
→ 11 | 0.99 | 0.9 | -2 | 6 | -6 | -2 | 2 | 18
> Cc1oc(C(=O)O)cc1CSCc1ccoc1C(=O)O
→ 14 | -0.44 | 1 | 2 | -4 | -6 | -5 | 7 | 3
> O=C(Cc1ccc(-n2c(=O)c3sccc3n(Cc3ccc(F)cc3)c2=O)cc1)NCc1ccco1
→ -6 | 0.36 | 0.5 | 6 | 50 | -6 | -14 | 12 | 14
> Cc1cc2c(=O)n(NC(N)=O)c(C)nc2s1
→ 5 | 0.51 | 1 | 3 | 2 | -1 | 2 | -3 | -10
> O=C(NCC1c2ccccc2CCN1C(=O)CN1C(=O)c2ccccc2C1=O)C1CCCCC1 (centres undefined)
→ -2 | 0.062 | 1.1 | 8 | -8 | -3 | 7 | -11 | 0
> COc1ccc(C)cc1NC(=O)NC1CCN(Cc2ccccc2)CC1
→ 1 | 0.75 | 1.2 | 9 | -16 | -4 | -5 | 5 | -5
> CC(C)C(=O)Nc1ccc(C(=O)NNC(=O)C(c2ccccc2)c2ccccc2)cc1
→ -2 | -0.57 | 1.1 | 16 | -8 | -10 | 0 | 1 | 18
> O=C(CNC(=O)c1ccccc1C(=O)O)c1ccccc1
→ / | 0.54 | 0.9 | / | 12 | -3 | 6 | -7 | 7
> CC(C)n1c(C(O)c2ccccc2)nc2ccccc21 (centres undefined)
→ 22 | -0.41 | 0.3 | 1 | 68* | -7 | 3 | -2 | 10
> COc1ccccc1N1CCN(c2ncnc3c2oc2ccccc23)CC1
→ 6 | 0.97 | 0.8 | 38* | 16 | -4 | -19 | 19 | -6
> CC(C)(CNCC(O)c1ccccc1)N1CCOCC1 (centres undefined)
→ 1 | 0.41 | 1 | 9 | -1 | -2 | -5 | 5 | 5
> COc1ccccc1Nc1nc(N)nc(CN2CCc3ccccc3C2)n1
→ / | 0.82 | / | / | / | -1 | 10 | -7 | -6
> Clc1ncc(CN2CCN(Cc3ccccc3)CC2)s1
→ 3 | -0.79 | 0.3 | 7 | 74* | -3 | / | / | 26
> Cc1cc(=O)oc2cc(NC(=O)CCCC(=O)O)ccc12
→ -7 | / | 1.1 | 7 | -10 | -4 | -15 | 19 | 11
> O=C(CSc1ncn(-c2ccccc2)n1)Nc1ccc2c(c1)OCCO2
→ 22 | -1.5 | 0.6 | 1 | 43 | / | / | / | /
> CCS(=O)(=O)CCSc1nc(C)cc(C)n1
→ 6 | -0.79 | 1.1 | 26 | -10 | -4 | -1 | -2 | 13
> Cc1cc(C)n2nnnc2c1C#N
→ 8 | -0.69 | 1.2 | 28 | -22 | -3 | 2 | -3 | 1
> Clc1ccc(Oc2nc(N3CCOCC3)nc(N3CCOCC3)n2)c(C2CCCCC2)c1
→ / | -0.73 | / | / | / | 0 | -15 | 21 | -19
> Cc1cc(NC(=O)CCC(=O)N(CC(=O)NC2CCCC2)c2ccccc2)no1
→ / | 0.51 | / | / | / | -7 | -6 | 10 | -7
> C=CCSc1nnc(NC(=O)CSc2nc3ccccc3[nH]2)s1
→ -6 | -0.62 | 0.4 | 6 | 62* | -5 | 0 | 1 | 8
> COc1ccc(Br)cc1CN1CCCC(C(=O)N2CCCCC2)C1 (centres undefined)
→ 7 | 0.24 | 1 | 9 | 0 | -2 | -15 | 12 | -3
> Cc1cccc(N2CCN(C(=O)Cn3nc(Cc4ccncc4)c4ccccc4c3=O)CC2)c1C
→ / | 2.4 | / | / | / | -3 | -1 | 0 | 10
> CC1(C)CC(=O)C=C(NCCO)C1
→ -3 | -0.54 | 1 | -6 | -1 | -16 | 2 | -1 | 1
> O=C(CSc1nc2ccccc2s1)NNC(=S)Nc1ccc(Br)cc1
→ -6 | -0.67 | 1 | 18 | 3 | -5 | 18 | -17 | -13
> CCCCNC(=O)Nc1cc(C(F)(F)F)c[nH]c1=O
→ -1 | 0.94 | 0.7 | 8 | 25 | -1 | -1 | 0 | -8
> O=c1c2c(n3nnnc3n1-c1ccccc1)-c1ccccc1CC21CCCC1
→ 1 | -0.34 | 1 | 22 | -4 | -2 | -11 | 11 | 7
> CN1CCN(C(=O)c2ccc(COc3ccc(Cl)cc3Cl)cc2)CC1
→ -8 | 0.51 | 1.1 | 6 | -7 | -6 | 10 | -4 | -9
> CCCS(=O)(=O)N1CCC(C(=O)N2CCOCC2)CC1
→ 2 | -0.18 | 0.9 | 10 | 7 | -7 | / | / | 13
> CCOc1ccc(CCNC(=O)C2CCN(S(=O)(=O)CC)CC2)cc1OCC
→ 9 | 0.051 | 1 | 10 | 1 | -4 | 0 | -2 | 0
> O=C(Cn1ccc2ccccc2c1=O)NCCC(=O)N1CCN(c2cccc(Cl)c2)CC1
→ -5 | 0.27 | 0.9 | 5 | 8 | -4 | 1 | -4 | -1
> CCCc1nc2cc(CC(=O)OC)ccc2o1
→ -4 | -0.95 | 0.8 | 1 | 20 | -5 | -4 | 10 | 11
> c1ccc(-c2nc3nc4ccccc4nc3n2Cc2ccco2)cc1
→ -10 | -1.7 | 0.9 | 32* | 8 | -2 | -9 | 8 | -8
> CC1CCCCN1S(=O)(=O)c1ccc(NC(=O)c2ccco2)cc1 (centres undefined)
→ 4 | 1.2 | 0.4 | 12 | 59* | -1 | 22 | -20 | 3
> COc1ccc(C(CNC(=O)Cn2[nH]c(=O)c3ccccc3c2=O)N2CCCC2)cc1 (centres undefined)
→ 2 | 1 | 1.1 | 7 | -15 | -3 | -18 | 17 | 3
> COc1cc2nc(-c3cccs3)oc(=O)c2cc1OC
→ / | -0.33 | / | / | / | 1 | -2 | 6 | 8
> NC(=O)C1(N2CCCCC2)CCN(C(=O)c2ccc(-n3cnnn3)cc2)CC1
→ -3 | 1 | 1 | -3 | -1 | -2 | -1 | 3 | -3
> COc1ccc(CN2CCn3ncc(C(=O)Nc4cc(C)cc(C)c4)c3C2=O)cc1
→ -1 | -0.042 | 0.8 | 14 | 19 | -3 | 4 | -6 | 24
> CCOc1cc(C)ccc1OCc1nnc(SCC(=O)c2cccc([N+](=O)[O-])c2)n1C
→ -8 | -0.078 | 1.1 | 10 | -6 | -8 | 0 | 2 | 6
> O=c1ccn(Cc2ccccc2)c(=O)n1Cc1ccccc1
→ -3 | 2.8* | 0.2 | 5 | 78* | 0 | -13 | 14 | -4
> COc1ccccc1NC(=S)Nc1ccccc1F
→ 0 | 0.56 | 0.7 | 5 | 27 | -3 | 4 | -3 | 13
> Cc1[nH]n(C(C)(C)C)c(=O)c1Sc1ccc(Cl)cc1
→ 4 | 0.04 | 0.5 | 18 | 54* | -11 | -7 | 7 | 7
> CCOC(=O)CSC1=C(C#N)C(c2sccc2C)CC(=O)N1 (centres undefined)
→ 1 | 0.12 | 0.8 | 12 | 23 | 0 | -4 | 2 | 17
> Cn1nnnc1SCC(=O)NCc1ccccc1
→ / | 0.046 | / | / | / | -6 | 2 | 3 | 9
> CCOc1cc(C)nc(N2CCCC(C(=O)NCc3ccccc3F)C2)n1 (centres undefined)
→ 17 | -0.19 | 0.4 | 12 | 58* | -2 | 62 | -63 | -8
> c1ccc(CNc2nc3ccccc3n3cnnc23)nc1
→ -5 | -1.2 | 1.2 | -6 | -22 | 1 | / | / | -29
> Cc1cccc(OCC(=O)Nc2ccc(N3CCN(C(=O)c4ccco4)CC3)cc2)c1
→ -3 | -0.022 | 0.3 | 12 | 66* | -13 | 26 | -23 | 42
> COc1ccc(C(=O)N2CCN=C2SC)cc1OC
→ -2 | -0.028 | 1 | 29 | 4 | -4 | -5 | 8 | 12
> Cc1ccccc1NC(=O)c1c(-c2ccccc2)noc1C
→ 5 | -1.5 | 0.5 | 11 | 52* | -11 | 12 | -11 | -2
> COc1ccc(-c2c(C)oc3c(CN4CCN(CCO)CC4)c(O)ccc3c2=O)cc1OC
→ -2 | / | 1 | 5 | -1 | -5 | -2 | 1 | 2
> CCOc1cccc(/C(O)=C2/C(=O)C(=O)N(CCOC)C2c2ccc(C)o2)c1 (centres undefined)
→ 7 | 0.2 | 0.8 | -5 | 22 | -6 | -5 | 5 | -9
> Cc1ccc(-n2c(C)nn(-c3ncc(C(F)(F)F)cc3Cl)c2=O)cc1
→ 22 | 0.64 | 1 | -3 | 4 | -9 | -7 | 5 | 6
> O=C(CCCC(=O)OCC(=O)c1ccc(Cl)cc1Cl)Nc1cc(C(F)(F)F)ccc1Cl
→ -3 | -0.31 | 0.8 | 0 | 19 | -4 | 31 | -32 | -13

Some of these compounds in order of SMILES length, ascending.
Screens in order – PostGolgi yeast | DAT uptake mod | CYP2C19 act | PostGolgi ctrl | CYP2C19 inh | S1P2 ag | sEH inh | sEH activator | S1P2 antag
> Cc1cc(C)n2nnnc2c1C#N
→ 8 | -0.69 | 1.2 | 28 | -22 | -3 | 2 | -3 | 1
> CC(C)n1c(C(O)c2ccccc2)nc2ccccc21 (centres undefined)
→ 22 | -0.41 | 0.3 | 1 | 68* | -7 | 3 | -2 | 10
> O=C(CNC(=O)c1ccccc1C(=O)O)c1ccccc1
→ / | 0.54 | 0.9 | / | 12 | -3 | 6 | -7 | 7

Continuation.
Screens in order – PostGolgi yeast | DAT uptake mod | CYP2C19 act | PostGolgi ctrl | CYP2C19 inh | S1P2 ag | sEH inh | sEH activator | S1P2 antag
> CCOc1cccc(SCc2noc(C(=O)NCC3CCCO3)c2C(=O)O)c1 (centres undefined)
→ 17 | 0.047 | 0.5 | -4 | 54* | -7 | -13 | 20 | 5
> COc1cc(C(=O)Nc2cc(C)ccn2)cc(OC)c1OC
→ -6 | 0.24 | 0.9 | 10 | 12 | -3 | -5 | 5 | -26
> O=C1c2cccnc2C(=O)N1Cc1ccc2c(c1)OCO2
→ -8 | 0.049 | 0.9 | 11 | 8 | / | / | / | /
> O=C(Cn1c(C(F)(F)F)nc2ccccc21)NCCN1CCCC1
→ 4 | -1 | 1.2 | 7 | -18 | -5 | 13 | -10 | -14
> O=C1CSC(=Nc2ccccc2)N1
→ 6 | -0.33 | 1 | 1 | 1 | 1 | 19 | -17 | -27
> CC1(C)CC(=NOC(=O)c2ccccc2)CC(C)(C)N1
→ 2 | 0.58 | / | 8 | / | -7 | -6 | 3 | -1
> CCCCOc1ccc(/C=N/NC(=S)Nc2cccc(C)c2C)cc1
→ 1 | -0.39 | 1.3 | 1 | -32 | -1 | 0 | 3 | 8
> O=C(CCS(=O)(=O)c1cccs1)NC1CCCCCC1
→ 8 | 0.55 | 0.9 | 5 | 12 | -4 | 26 | -26 | 13
> CC(=O)NCc1nc2ccccc2n1Cc1ccccc1C
→ -3 | 0.052 | 0.8 | 1 | 16 | -3 | 11 | -8 | -10
> COc1cccc(-n2nnc3c(=O)n(CC(=O)NC4CCCC4)cnc32)c1
→ -4 | -0.52 | 1 | 6 | 3 | -5 | -18 | 14 | 8
